Screening results: PubChem BioAssay, several laboratories
Tn6 DDE FP: DD(E)-Tn6 binding inhibition, primary FP screen; AID 720509; Fibrin DD(E) TRITC-Tn6 fluorescence polarization displacement; inhibition, % at 8.3 µM; hit rate 0.21% among 370,000; P02675;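 active means inhibition above a per-campaign cutoff: mean of compounds within control limits plus 3 SD, cut at about 15% in these data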;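 further: 0% = median of all compound wells on the plate and 100% = blocking peptide control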
Target sequence (P02675 whole entry, looked up): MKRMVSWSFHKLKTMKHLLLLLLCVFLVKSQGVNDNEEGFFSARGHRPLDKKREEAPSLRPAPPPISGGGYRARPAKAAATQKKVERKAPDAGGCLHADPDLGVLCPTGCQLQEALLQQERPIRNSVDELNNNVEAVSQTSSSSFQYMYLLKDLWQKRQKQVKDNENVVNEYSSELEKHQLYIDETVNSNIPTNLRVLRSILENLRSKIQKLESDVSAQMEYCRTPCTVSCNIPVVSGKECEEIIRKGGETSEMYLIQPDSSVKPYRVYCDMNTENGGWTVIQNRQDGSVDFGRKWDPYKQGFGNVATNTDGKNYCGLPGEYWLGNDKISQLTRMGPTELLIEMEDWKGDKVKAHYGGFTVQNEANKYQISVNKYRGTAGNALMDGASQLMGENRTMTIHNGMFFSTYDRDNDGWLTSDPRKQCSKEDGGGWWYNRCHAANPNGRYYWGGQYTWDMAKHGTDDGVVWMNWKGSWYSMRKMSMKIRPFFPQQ
NPR1 activator: GC-A (human) enzyme activation; hit rate 0.14% among 370,000; activation, % at 10 µM; P16066; HEK293 GC-A cells, cGMP TR-FRET, EC30 ANP; 0% at EC30 ANP, 100% saturating ANP; in the data active means activation above about 40%
ARFGAP1 inhibitor: rat ARFGAP1 inhibition | Arfgap1-stimulated ARF1 GTP hydrolysis, GDP FP detection | inhibition, % at 16.5 µM | hit rate 0.26% among 360,000 | AID 651572;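 active means inhibition above a per-plate limit, mean inhibition of low control wells plus 3 SD, cut at about 25% in these data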;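 further: 0% = DMSO wells with enzyme and 100% = wells lacking Arfgap1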
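Repeats: one replicate per compound; assay system: rat Arfgap1 catalytic domain, aa 1-136; times: enzyme reaction 120 min at 25 °C after 20 min preincubation; detection: FP of antibody-bound GDP Alexa 633 tracer, ex 620/em 688 nm; benchmarks: high control wells lacking Arfgap1, low control full reaction with DMSO; reagent: human ARF1(Δ1-17)-GTP substrate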
rCAG binder: molecules binding r(CAG) RNA repeats | r(CAG) RNA repeat, TO-PRO-1 dye displacement fluorescence | hit rate 1.3% among 370,000 | AID 651821 | inhibition, % at 3 µM;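 active means inhibition above the plate cutoff, the mean of all test compounds on that plate plus 3 SD, cut at about 35% in these data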;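 further: 0% = DMSO alone and 100% = 100 µM mitoxantrone as full dye displacement; higher means more dye released from RNA so lower well fluorescence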
HGIII-sPLA2 inh: Blocks human group III sPLA2 activity. inhibition, % at 12.2 µM. hit rate 0.56% among 370,000. Q9NZ20. QFRET BODIPY PC-A2 liposome hydrolysis, fluorescence;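 active means inhibition above mean plus 3 SD of compounds lying within the high and low control bounds, cut at about 19% in these data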;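 further: 0% = median of test compound wells and 100% = no enzyme DMSO wells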
GC-B act: GC-B (human) receptor activation; activation, % at 10 µM; hit rate 0.11% among 370,000; P20594; AID 1920062; HEK293-GC-B cells, CNP EC30, cGMP TR-FRET; 0% at EC30 CNP, 100% saturating CNP;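 active means activation at 10 µM reaching about 35% in either raw or pattern-adjusted values, limit read from the data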
FXN GAA850 act: frataxin GAA850 promoter activation | hit rate 0.56% among 360,000 | HEK293 lucGAA850 FXN promoter luciferase reporter, 24 h; percent of 10 µM SAHA response | activation, % at 6 µM;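 active means activation above the average of all compounds screened plus 3 SD, cutoff fixed separately per campaign, cut at about 7.5% in these data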;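 further: 0% = DMSO wells and 100% = 10 µM SAHA wells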
ADAM10 inh: inhibits human ADAM10; hit rate 0.62% among 370,000; inhibition, % at 7 µM; recombinant ADAM10, EDANS/DABCYL FRET peptide cleavage, 3 h;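 active means inhibition above a per-campaign cutoff equal to the mean of compounds falling between control-based bounds plus 3 SD, cut at about 20% in these data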;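 further: 0% = DMSO wells while the 100% control is not disclosed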
Target sequence (O14672 214-748 limits assumed): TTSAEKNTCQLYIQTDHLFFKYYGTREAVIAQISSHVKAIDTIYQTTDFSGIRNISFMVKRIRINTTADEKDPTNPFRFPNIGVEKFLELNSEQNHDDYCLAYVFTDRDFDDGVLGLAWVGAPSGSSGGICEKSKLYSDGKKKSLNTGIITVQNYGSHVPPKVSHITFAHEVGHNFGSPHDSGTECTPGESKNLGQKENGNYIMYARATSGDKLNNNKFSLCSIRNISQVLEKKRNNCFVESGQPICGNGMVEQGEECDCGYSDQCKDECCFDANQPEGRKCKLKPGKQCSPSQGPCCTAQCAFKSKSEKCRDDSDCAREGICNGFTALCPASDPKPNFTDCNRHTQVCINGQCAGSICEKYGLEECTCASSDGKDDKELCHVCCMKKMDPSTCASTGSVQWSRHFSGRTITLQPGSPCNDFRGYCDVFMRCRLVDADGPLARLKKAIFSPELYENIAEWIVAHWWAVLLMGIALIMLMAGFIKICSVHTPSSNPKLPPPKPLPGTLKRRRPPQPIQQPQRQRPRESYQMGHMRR
proKLK7 act: proKLK7 (human) activation, primary screen; hit rate 0.9% among 370,000; P49862; purified proKLK7, EDANS-DABCYL substrate fluorescence; 100% is mature enzyme control, 0% vehicle; AID 652039; activation, % at 7 µM;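 active means activation above the mean of all tested compounds plus 3 SD, computed per campaign excluding outliers beyond control limits, cut at about 13% in these data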
ASAP1 GAP inh: inhibitors of human ASAP1 ArfGAP activity; hit rate 0.19% among 360,000; Q9ULH1; inhibition, % at 16.5 µM; AID 624377; ASAP1-stimulated ARF1 GTP hydrolysis, GDP FP detection; in the data active means inhibition above about 25%;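 further: 0% = vehicle with enzyme and substrate and 100% = no enzyme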
* hit, by the source's call; i = inactive; nt = no result given. This is a random part of the collection, and some 4.5% of all compounds hit somewhere here.

SMILES	ARFGAP1 inhibitor	FXN GAA850 act	HGIII-sPLA2 inh	ADAM10 inh	ASAP1 GAP inh	proKLK7 act	Tn6 DDE FP	rCAG binder	NPR1 activator	GC-B act
C=Cc1ccc(CC2(C)C(=O)Nc3ccc(Cl)cc32)cc1 (stereo not drawn)	-5	0.2	-3	7	0	-0.6	9	2	-26	-19
COc1ccc(-c2cc(C(=O)NCc3ccco3)c3ccccc3n2)cc1OC	-5	-0.6	-10	-28	9	1.5	-2	1	8	0
Cc1cccc(S(=O)(=O)N(C)C[C@@H]2OCc3cnnn3CCCC(=O)N([C@@H](C)CO)C[C@@H]2C)c1	-9	0.0	5	-6	9	-0.3	5	1	2	2
O=C(Cc1ccc(-n2cccc2)cc1)N1CCc2ccccc21	-5	-1.1	-6	7	5	-0.2	5	0	0	-3
Cc1cc(C(=O)NNS(=O)(=O)c2ccc(F)cc2)nn1C(C)(C)C	-5	0.4	-17	6	-14	0.1	10	0	1	7
CS(=O)(=O)c1ccccc1C(=O)Nc1cccc(-c2nc3ccccc3o2)c1	-7	2.3	-21	6	4	0.2	-6	7	14	0
CCOC(=O)c1cc2sccc2n1CC(=O)O	-9	0.0	1	5	-7	0.3	-1	1	-2	1
CCOc1cc(C(c2c(C)[nH][nH]c2=O)c2c(C)[nH][nH]c2=O)ccc1O	11	0.2	-19	6	-1	0.6	-6	-1	0	2
C/C(=N\NC(=O)c1cccc(C)c1)c1cccc(NC(=O)c2ccco2)c1	-7	-0.2	4	0	14	-0.5	-6	2	-4	3
COc1cccc2sc(=NC(=O)CS(=O)(=O)c3ccc(F)cc3)n(C)c12	-1	1.4	1	2	-3	0.0	0	5	2	0
CC1CCCCC1NC(=O)COC(=O)/C=C/c1ccc2c(c1)OCO2 (stereo not drawn)	-5	3.0	-3	-51	2	0.2	3	-4	-1	-2
CC(C)Sc1nc(SCC(=O)NCc2ccco2)c2c3c(sc2n1)COC(C)(C)C3	-10	-1.9	-1	-144	-6	-0.2	2	14	3	5
Cc1occc1C(=O)N/N=C/c1cccc2ccccc12	3	3.6	-3	-4	-7	-0.1	-7	5	0	-3
Oc1cccc(-c2ccc3nccn3c2)c1	15	-0.2	-4	-18	-7	0.2	6	8	-1	-6
CC(Oc1ccc(Cl)cc1Cl)C(=O)N(C)c1ccccc1 (stereo not drawn)	-5	1.2	-6	1	5	0.9	4	-3	-30	-18
CC(=O)N1c2ccccc2N=C(c2ccc(C(F)(F)F)cc2)C1C(=O)NC(C)C (stereo not drawn)	-2	nt	9	-68	4	6.2	0	2	-1	-1
NCC(=O)N1CCC(C(=O)N[C@@H](Cc2c[nH]c3ccccc23)C(=O)O)CC1	-2	-0.8	-2	-3	-13	0.2	-6	2	3	2
O=C1C2CC=CCC2C(=O)N1c1n[nH]c(Cc2ccccc2)n1 (stereo not drawn)	4	0.0	14	-1	11	-0.6	-5	-2	-4	-1
CS(=O)(=O)N1CCC(C(=O)Nc2ccc(F)c(Cl)c2)CC1	-16	2.6	0	3	6	0.5	-4	2	0	0
CC(C)NC(=S)N1CCN(Cc2ccc3c(c2)OCO3)CC1	3	0.7	11	-5	1	0.2	-3	-6	-5	-3
CC1Cc2ccccc2N1C(=O)CN1CCC(n2nnc3cc(C(F)(F)F)ccc32)CC1 (stereo not drawn)	28*	-0.5	3	9	4	0.2	-5	-3	0	-2
COc1cc(Cl)c(CN2CCC(CCC(=O)NC3CC3)CC2)cc1OC	7	1.5	0	-6	-3	0.4	0	-5	0	7
CCCCn1c(SCC(=O)Nc2nnc(CC)s2)nc2ccccc2c1=O	11	-1.1	8	-7	-5	0.0	5	0	-5	0
COc1ccc(NC(=O)CSC(C)c2nc3ccccc3c(=O)[nH]2)cc1 (stereo not drawn)	-4	-0.7	6	-12	-13	-0.3	-7	-5	1	-2
O=C(CSc1nc2ccccc2s1)NCC1CCCO1 (stereo not drawn)	10	2.0	5	-3	0	-0.6	5	-4	-1	7
C=CCn1c(SCC(=O)Nc2ccc(OC)cc2)nnc1-c1cnccn1	4	1.8	3	-2	8	0.3	-2	-2	1	1
COC(=O)C1=C(C)Nc2c(c(=O)n(C)c(=O)n2C)C1c1cccs1 (stereo not drawn)	-6	-3.1	-3	-3	0	0.5	-1	0	-5	-15
O=C(Cn1c(=O)cnc2ccccc21)N1CCCc2ccccc21	11	1.6	2	-2	-3	0.2	-2	1	-1	0
Cc1cc(C)cc(NC(=O)CCNC(=O)c2ccc([N+](=O)[O-])cc2)c1	4	-0.1	-6	11	1	-0.2	0	1	0	-4
COc1ccc(C(=O)N/C(=C\c2ccccc2)C(=O)Nc2ccc(C(=O)O)cc2)cc1	-1	0.4	0	0	-4	0.3	-1	9	4	5
O=S1(=O)CCN2N=C(C34CC5CC(CC(C5)C3)C4)SC2=N1	13	1.7	10	-2	5	0.0	-3	-1	2	-3
CC(C)Cn1c(N)c(C(=O)CSc2nccn2C)c(=O)n(C)c1=O	12	0.7	-2	-17	-3	-0.2	-2	-7	-1	2
CCC(C)[C@H](NC(=O)NC1CCCc2ccccc21)C(=O)O (stereo partly drawn)	-16	0.4	4	-1	-5	0.1	6	0	0	1
COc1ccc(-n2ccc(=O)c3c2CCCC3=O)cc1	5	0.9	4	1	3	-0.7	0	-1	-5	0
CCC(CC)C(=O)c1c[nH]c(C(=O)NCCc2ccccn2)c1	-16	0.5	5	1	0	-0.6	1	-8	-1	-3
C[C@@H](NC(=O)c1[nH]cnc1C(=O)Nc1ccccc1F)c1ccccc1	-13	-0.8	-16	16	4	-0.2	2	7	5	-1
CC(/C=C1\SC(=S)N(c2ccc(C(=O)O)cc2)C1=O)=C\c1ccccc1	-22	0.8	-1	9	-5	-0.1	-4	55*	-3	1
COc1ccc(CC2(CO)CCN(Cc3cc4ccccc4o3)CC2)cc1	3	-0.6	-19	12	-13	0.1	-1	-10	0	-2
COc1ccc(OCc2cc(C(=O)NCC3(C)COC3)no2)c(Cl)c1	-3	4.2	1	-13	9	1.1	-1	0	10	-1
O=C(OCC(=O)N1CCOCC1)c1ccc(F)cc1Cl	8	1.0	5	4	6	0.0	-4	1	4	0

An excerpt of these results, field by field:
Cc1occc1C(=O)N/N=C/c1cccc2ccccc12
  ARFGAP1 inhibitor = 3	FXN GAA850 act = 3.6	HGIII-sPLA2 inh = -3	ADAM10 inh = -4	ASAP1 GAP inh = -7	proKLK7 act = -0.1	Tn6 DDE FP = -7	rCAG binder = 5	NPR1 activator = 0	GC-B act = -3

Oc1cccc(-c2ccc3nccn3c2)c1
  ARFGAP1 inhibitor = 15	FXN GAA850 act = -0.2	HGIII-sPLA2 inh = -4	ADAM10 inh = -18	ASAP1 GAP inh = -7	proKLK7 act = 0.2	Tn6 DDE FP = 6	rCAG binder = 8	NPR1 activator = -1	GC-B act = -6

Other results.
SMILES	ARFGAP1 inhibitor	FXN GAA850 act	HGIII-sPLA2 inh	ADAM10 inh	ASAP1 GAP inh	proKLK7 act	Tn6 DDE FP	rCAG binder	NPR1 activator	GC-B act
COc1ccc(CN(C)C(=O)[C@H]2O[C@@H](n3cnc4c(N)ncnc43)[C@H](O)[C@@H]2O)cc1OC	-2	nt	6	-4	2	0.1	4	2	-1	0
COc1ccc(OCCCNCCc2ccccc2)cc1	2	1.2	-6	-1	-19	-0.1	1	4	1	-4
Cc1ccc(OCC(=O)Nc2ccc(S(=O)(=O)Nc3ccccn3)cc2)c(C)c1	15	0.0	-24	-17	-5	0.6	-9	17	-6	0
CC1=C(CC(=O)O)c2cc(F)ccc2/C1=C\c1ccc(S(C)=O)cc1 (stereo not drawn)	1	0.9	1	-7	-9	0.9	0	5	4	1
CCCCOc1ccc(C(=O)N/C(=C\c2cccc([N+](=O)[O-])c2)C(=O)OC(C)C)cc1	-1	-1.4	4	8	14	0.3	-1	-1	1	-5
COc1ccccc1NC(=O)COc1ccc(/C=N/n2cnnc2)cc1OC	6	-0.2	-4	2	-2	0.1	-6	0	-2	-4
CCOC(=O)C1(Cc2ccc(Cl)cc2)CCN(Cc2cnc(N)nc2)CC1	2	0.3	-5	-8	-3	0.5	1	-9	-5	1
N#Cc1nc(-c2ccc(OCc3ccc(Cl)cc3)cc2)oc1N1CCC(C(N)=O)CC1	-1	0.6	2	-10	22	0.9	4	1	0	-4
CCN1C(=O)[C@H]2[C@@H](c3ccc(OC)cc3)N[C@]3(CCCN(Cc4ccc(OC)cc4)C3=O)[C@H]2C1=O	3	-0.8	8	-15	4	0.2	-7	0	3	4
CN1CCN(NC(=O)CN2C(=O)/C(=C/c3ccccc3F)SC2=S)CC1	0	nt	4	-4	9	0.4	-4	8	-7	-11
CC(C)NC(=O)c1cc(C2CCCCN2S(=O)(=O)c2ccccc2)on1 (stereo not drawn)	2	1.7	1	5	-7	0.2	1	3	-1	2
O=C1NC[C@H](CCCCN2C[C@H](Cc3ccccc3)N(CCC3CCCCC3)C(=O)C2=O)N(Cc2ccccc2)C1=O	5	nt	0	3	-4	-0.9	0	5	-2	3
COc1cccc(-c2cc(C(=O)Nc3cccc(O)c3)no2)c1	4	-2.0	-40	7	10	0.5	-7	8	7	-10
COc1ccc(-n2c(SC3CCOC3=O)nc3ccccc3c2=O)cc1Cl (stereo not drawn)	1	-2.3	-6	-6	-3	-0.2	-3	5	4	2
CCOC(=O)C1=NOC(C(=O)Nc2cc(C)cc(C)c2)(C(=O)C2CC2)C1 (stereo not drawn)	nt	nt	-3	0	nt	-0.1	-5	-1	1	-6
Fc1ccc(N2N=C(c3cccs3)CC2c2ccco2)c(F)c1 (stereo not drawn)	-3	4.1	-1	i	2	-41	-5	-2	1	-3
Cc1cc(=O)[nH]c(N/N=C/c2c(C)nn(-c3ccccc3)c2Cl)n1	-1	-3.1	13	-2	7	-0.2	5	5	11	1
Cc1ccc(Cl)cc1NC(=O)NCCN1CCCCC1	-4	1.9	11	-4	-5	-0.3	-7	-1	3	1
Cc1ccc(C)c(NC(=O)CN(C)C(=O)c2ccc(-c3ccc(Cl)cc3)o2)c1	14	2.8	9	-6	8	0.3	4	0	-12	-5
CC1CC(C)(C)NC(=S)N1CCCC(=O)N1CCN(c2ccc(F)cc2)CC1 (stereo not drawn)	5	1.4	19	6	-5	0.1	-1	-8	-3	0
O=C(Nc1cccc(C(=O)N2CCCCC2)c1)c1ccccc1Br	8	-1.2	7	6	-15	0.6	-2	-2	1	7
O=C(O)C1C2C=CC3(CN(Cc4ccccn4)C(=O)C13)O2 (stereo not drawn)	3	1.0	3	12	-5	-0.3	0	4	2	-3
CCOC(=O)N1CCN(CC(O)COc2ccccc2C(C)CC)CC1 (stereo not drawn)	-3	0.3	13	-8	15	0.1	7	-10	0	-1
COc1ccc(NC(=O)CCNS(=O)(=O)c2ccc3[nH]c(=O)oc3c2)cc1Cl	-8	-2.4	-8	-4	-11	-1.1	1	5	5	4
COc1ccc(/C=N/Nc2ncnc3c2[nH]c2ccc(C)cc23)c(OC)c1OC	1	5.7	11	-25	6	-3.0	9	7	0	-1
COc1cccc(NC(=O)COC(=O)CCSc2ccccc2)c1	-6	0.3	4	-11	-7	-0.9	4	4	0	6
